Screening results as filed in PubChem BioAssay.
RORgamma inh: qHTS for inhibitors of ROR gamma transcriptional activity | Drosophila S2 Gal4-RORgamma UAS-luciferase reporter, 20 h | Potency, µM (top dose mostly 53.6 µM), for the others: top-dose activity change, negative = inhibition, usual class: inhibitors | AID 2551, 2010 | Nuclear receptor ROR-gamma (Mus musculus), P51450 | 5.4% of 310,000 active; note: % is set by controls: 0 for no effect and ±100 for the full control effect; nearly all actives have a fitted effect of over 60% in size
Target sequence (P51450 whole entry, looked up, the tested form may be a part): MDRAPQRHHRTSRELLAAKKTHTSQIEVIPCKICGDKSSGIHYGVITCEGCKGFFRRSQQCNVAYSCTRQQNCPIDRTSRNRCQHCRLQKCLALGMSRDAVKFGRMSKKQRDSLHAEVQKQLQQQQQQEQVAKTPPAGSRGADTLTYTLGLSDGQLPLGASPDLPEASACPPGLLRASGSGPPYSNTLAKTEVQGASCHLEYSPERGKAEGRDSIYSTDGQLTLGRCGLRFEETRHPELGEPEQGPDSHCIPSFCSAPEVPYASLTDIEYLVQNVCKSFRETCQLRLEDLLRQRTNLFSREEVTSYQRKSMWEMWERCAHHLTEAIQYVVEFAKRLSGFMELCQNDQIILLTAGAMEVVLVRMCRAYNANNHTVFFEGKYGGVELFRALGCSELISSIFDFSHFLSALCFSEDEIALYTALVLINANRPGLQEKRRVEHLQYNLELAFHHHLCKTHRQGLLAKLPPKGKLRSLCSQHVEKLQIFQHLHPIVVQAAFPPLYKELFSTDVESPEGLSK
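Read-out: Photinus luciferase luminescence; inhibitors lower reporter signal. Insect Schneider cells with Gal4-ROR gamma fusion under metallothionein promoter, UAS reporter; 700 uM final copper sulfate induction, 20 hr, ambient temperature.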
MBNL1 CUG block: qHTS Assay for Inhibitors of MBNL1-poly(CUG) RNA binding | Muscleblind-like protein 1 (Homo sapiens), Q9NR56 | 0.036% of 280,000 active | Potency, µM (series often up to 57.5 µM), for the others: at the highest dose activity change, negative = inhibition, actives largely listed as inhibitors | AID 2675, 2010 | TR-FRET MBNL1-His/biotin-(CUG)12 binding, 665/545 ratio; active = well fitted inhibition curve with a large enough effect in the signal ratio, with a control signal flat, not every such curve was filed as active; inconclusive = small, poorly fitted or top-dose-only effect, or effect the other way, or a change in a side signal; inactive = no such curve, though single readings can be large or run the other way; the % refers to the signal ratio; note: % is set by controls: 0 for no effect and ±100 for the full control effect
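Ratiometric TR-FRET (665 over 545 nm, excitation 340 nm) tracks disruption of MBNL1-His/biotin-(CUG)12 complex after 60 min at room temperature, with compounds at 92 nM to 58 uM final.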
Gal4-VP16 FLuc: VP16 counterscreen qHTS for inhibitors of ROR gamma transcriptional activity; Potency, µM (highest dose often 53.6 µM), without a hit: at the top dose activity, negative = inhibition, actives largely listed as inhibitors; 3.5% of 310,000 active; Drosophila S2 Gal4-VP16 UAS-luciferase, luminescence, 20 h;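 note: Gal4-VP16 expression switched on by copper sulfate through the metallothionein promoter; % is set by controls: 0 for no effect and ±100 for the full control effect; nearly all actives have a fitted effect of over 50% in size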
FLuc modulator: qHTS profiling assay for firefly luciferase inhibitor/activator using purifed enzyme and Km concentrations of substrates (counterscreen for miR-21 project). Luciferin 4-monooxygenase (Photinus pyralis), P08659. purified FLuc, Km substrates, luminescence inhibition. Potency, µM (top dose mostly 57.5 µM), for inactives: top-dose activity change, negative = inhibition, hits mostly inhibitors. 6.9% of 360,000 active;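 note: plate controls were vehicle for no effect and reference inhibitor for full effect; nearly all actives have a fitted effect of over 55% in size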
Target sequence (P08659 whole entry, looked up): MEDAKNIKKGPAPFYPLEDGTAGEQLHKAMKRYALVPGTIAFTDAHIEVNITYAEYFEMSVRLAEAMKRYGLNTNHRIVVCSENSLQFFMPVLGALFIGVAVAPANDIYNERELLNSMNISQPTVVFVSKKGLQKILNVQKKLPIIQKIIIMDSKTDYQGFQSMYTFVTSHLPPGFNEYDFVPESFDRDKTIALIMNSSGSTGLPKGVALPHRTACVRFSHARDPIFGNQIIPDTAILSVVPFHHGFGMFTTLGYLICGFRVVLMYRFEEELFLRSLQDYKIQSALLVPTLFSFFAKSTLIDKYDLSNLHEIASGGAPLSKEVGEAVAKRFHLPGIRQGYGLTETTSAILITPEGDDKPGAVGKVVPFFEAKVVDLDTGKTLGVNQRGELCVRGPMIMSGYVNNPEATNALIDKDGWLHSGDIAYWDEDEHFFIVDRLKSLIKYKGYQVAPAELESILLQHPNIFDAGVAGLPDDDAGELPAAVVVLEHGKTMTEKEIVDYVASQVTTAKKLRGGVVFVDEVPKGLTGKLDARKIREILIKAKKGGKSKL
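Biochemical qHTS of compounds, final roughly 60 µM downward over six points, against 10 nM purified firefly luciferase using Km concentrations of substrates (10 uM D-luciferin, 10 uM ATP) in Tris acetate pH 7.5 buffer; luminescence output.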
Rab9 promoter act: qHTS Assay for Rab9 Promoter Activators; 2.8% of 320,000 active; Potency, µM (highest dose often 9.22 µM), inactives show top-dose activation, negative = inhibition, hits mostly activators; Huh7 Rab9 promoter-luciferase reporter, luminescence, 24 h; note: % of control where 0% means no effect; nearly all actives have a fitted effect of over 60% in size
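Steps: seed 1500 Huh7 Rab9-luc cells per well, rest 2 h at 37 °C; add compound in DMSO; incubate 24 h; add luciferase reagent, 10 min ambient; read luminescence.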
ELG1 genotox: qHTS screen for small molecules that induce genotoxicity in human embryonic kidney (HEK293T) cells expressing luciferase-tagged ELG1 | HEK293T ELG1-luciferase reporter, luminescence, 16 h | Potency, µM (doses to about 46 µM), without a hit: top-dose activity change, positive = activation, most hits filed as activators | 1.3% of 330,000 active | AID 504466, 2011; note: % of control where 0% means no effect; nearly all actives have a fitted effect of over 60% in size
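Genotoxicity was scored as increased ELG1-luciferase reporter signal, measured by ONE-Glo luminescence (30 min, room temperature). Compound or vehicle exposure of the HEK293T reporter cells lasted 16 hr at 37°C.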
uPA generation: qHTS for Inhibitors of Cell Surface uPA Generation; cell surface uPA generation assay, qHTS; Potency, µM (top dose mostly 38.3 µM), for inactives: top-dose activity change, negative = inhibition, actives largely listed as inhibitors; 0.31% of 330,000 active; active = well fitted inhibition curve with a large enough effect; inconclusive = small, poorly fitted or top-dose-only effect; inactive = no such curve, though single readings can be large or run the other way; tested in mouse RAW 264.7 cells; note: % is set by controls: 0 for no effect and ±100 for the full control effect; nearly all actives have a fitted effect of over 55% in size
BRCA1 expr up: qHTS Assay to Identify Small Molecule Activators of BRCA1 Expression | MCF7-BRCA1-FFLuc reporter, luminescence, 48 h; response scale: scaled: vehicle 0%, 10 µM genistein 100% | 1.1% of 380,000 active | AID 624202, 2012 | Potency, µM (titrated, usually from 46.1 µM), inactives show at the highest dose activation, usual class: activators; note: nearly all actives have a fitted effect of over 80% in size; some results filed as inactive show a strong effect at the top dose
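Luminescence from a BRCA1-driven firefly luciferase in MCF7 cells was read after 48 h compound exposure at 37 C. Data normalized against DMSO and a 10microM genistein activation control, then curve-fitted across the titration.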
p53 reactivator: qHTS assay for re-activators of p53 using a Luc reporter; Potency, µM (titrated, usually from 92.2 µM), inactives show at the highest dose activity change, positive = activation, hits mostly activators; 0.063% of 320,000 active; H1299 p53-A138V BP100-luciferase reporter, luminescence, 24 h; note: % of control where 0% means no effect; nearly all actives have a fitted effect of over 45% in size
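H1299 (p53-null), stable ts p53-A138V + BP100-Luc; 1000 cells/well, Opti-MEM/10% FBS; cpd 4 pt, 1:5; 24 h, 37 deg C, 5% CO2; detection reagent 10 min RT; luminescence.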
NPC1 promoter act: qHTS Assay for NPC1 Promoter Activators; Huh7 NPC1 promoter luciferase reporter, 24 h; Potency, µM (doses to about 9.22 µM), for the others: at the highest dose activation, most hits filed as activators; 2.4% of 320,000 active;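 note: % of control where 0% means no effect; nearly all actives have a fitted effect of over 60% in size; reporter is driven by a mutant NPC1 promoter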
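Luciferase expression driven by the NPC1 promoter was measured in stably transfected Huh7 cells after a 24 h compound incubation, using a luciferase reagent and a luminescence read.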
* hit, by the source's call; ? = inconclusive; . = not tested or not shown; & = joins results of further samples; [ ] = another dose, or the depositor's remark. Unless noted, calls come from the whole dose curve; as a rule, active = well fitted curve in the direction sought with a large enough effect; inconclusive = small, poorly fitted or top-dose-only effect, or another doubt; inactive = no such curve, though single readings can be large; an effect the other way counts as inactive or inconclusive. Potency is the fitted concentration of half-maximal effect. Compounds as they come, and some 13% of all compounds hit somewhere here.

Below each SMILES – RORgamma inh, MBNL1 CUG block, Gal4-VP16 FLuc, FLuc modulator, Rab9 promoter act, ELG1 genotox, uPA generation, BRCA1 expr up, p53 reactivator, NPC1 promoter act
CCc1nnc(NC(=O)Cc2ccc(OC)cc2)s1
 : 22%, 3%, 5%, -2%, 3%, 3%, 2%, -7%, 3%, 0%
CCN(CC)S(=O)(=O)c1ccc(NC2=NS(=O)(=O)c3ccccc32)cc1
 : 6%, 16%, -1%, -1%, 0%, 2%, -4%, 2%, -1%, -2%
O=S(=O)(NCC1CCCO1)c1ccc(S(=O)(=O)N2CCc3ccccc3C2)cc1 (stereo unspecified)
 : 0%, ?, 13%, 5%, -1%, 1%, -6%, 13%, 7%, 3%
CCC(CC)C(=O)Nc1ccccc1NC(C)=O
 : -20%, -5%, 5%, 2%, 11%, 0%, 4%, 3%, 0%, 0%
O=C(OCC(=O)N1CCN(C(=O)c2ccco2)CC1)c1c(Cl)cccc1Cl
 : ., ., ., ., ., 2%, 15%, 23%, -3%, .
COc1cc2c(C(=O)NCc3ccc4c(c3)OCO4)cn(C)c(=O)c2cc1OC
 : 23%, -9%, -20%, 1%, -3%, -1%, -2%, 0%, -9%, -4%
COc1ccc(NC(=O)C2C3C=CC4(CN(Cc5cccnc5)C(=O)C24)O3)c(OC)c1 (stereo unspecified)
 : 14%, 3%, -1%, 1%, 0%[1.84 µM], 0%, -3%, 0%, -1%, 1%
Cc1ccc(NC(=O)C2C3/C=C\CCCCC32)cc1C (stereo unspecified)
 : -7%, -9%, -7%, -19%, ?, 5%, -3%, 39%, 8%, ?
O=C(Nc1ccc(F)c(Cl)c1)C1CCCN(C2=NS(=O)(=O)c3ccccc32)C1 (stereo unspecified)
 : ., ., ., ., -8%, 1%, 5%, -6%, -13%, 0%
CCOC(=O)N1CCN(C(=O)CSc2nc(=O)n3cc(C)ccc3n2)CC1
 : ., ., ., 3%, 1%, 0%, -3%, 20%, 5%, -1%
CC(C)N(C(=O)Cn1cc(S(=O)(=O)CC(=O)NCc2ccc(F)cc2)c2ccccc21)C(C)C
 : 12%, -4%, 1%, 5%, -3%, -2%, -1%, -15%, 7%, -6%
Cc1ccc2[nH]c(C(=O)N3CCC(C(N)=O)CC3)cc2c1
 : -14%, 0%, -14%, -4%, 23%, 3%, -1%, 107%, ., 13%
CNC(=S)N(C)c1ccccc1
 : -33%, ?, -12%, -2%, -3%, 0%, 4%, -8%, 7%, -1%
O=C(Cn1c(N2CCN(C/C=C/c3ccccc3)CC2)nc2ccccc21)c1ccccc1
 : 18%, 1%, 2%, 2%, -4%, -2%, ., ., -1%, -2%
O=C(c1ccc(CS(=O)c2ccccc2Cl)o1)N1CCCCCC1 (stereo unspecified)
 : 19%, 5%, 6%, 4%, 1%, 3%, 5%, -1%, -2%, 2%
COc1cc(NC(=O)c2cccs2)ccc1NC(=O)Cc1ccccc1
 : ?, -2%, 2%, ?, 3%, -4%, 25%, -4%, -1%, -1%
CC1CCN(C(=O)c2cccc(S(=O)(=O)N3CCCc4ccccc43)c2)CC1
 : ., ., ., -1%, -2%, ?, -27%, -26%, 0%, 1%
O=C(NCCCc1ccccc1)C1CCC(=O)N(Cc2ccc(Cl)cc2)C1 (stereo unspecified)
 : 7%, -9%, ?, ?, 24%, 14%, ?, 1%, -2%, 18%
Cn1c2cc(Br)sc2c2cnn(Cc3ccc(F)cc3F)c(=O)c21
 : ., ., ., -2%, -2%, -3%, -6%, -9%, -9%, -1%
Cc1nn(C)cc1S(=O)(=O)NCc1ccccc1Cl
 : ., 5%, ., 2%, 3%, 1%, -5%, -4%, ., 6%
COc1cc(/C=C\C(=O)O)cc(S(=O)(=O)N2CCCCCC2)c1OC
 : ., 11%, ., 0%, 7%, 1%, -12%, 5%, ., -2%
COc1cccc(C(=O)NCC(=O)N/N=C(C)\C=C\c2ccccc2)c1
 : -9%, 9%, -6%, -18%, 2%, -13%, -3%, -21%, -2%, -5%
NC(=O)CC[C@H](NC(=O)c1ccc(F)cc1)C(=O)OCC(=O)NCc1ccc(F)cc1
 : 4%, 0%, 0%, -3%, 10%, 0%, 3%, -14%, 2%, -4%
COc1ccc(NC(=O)COC(C)=O)cc1Cl
 : 12%, 2%, 0%, -3%, -2%, -3%, -1%, -23%, -7%, -5%
CSc1cccc(NC(=O)C2(S(=O)(=O)c3ccc(C)cc3)CC2)c1
 : 3%, -10%, -16%, -8%, 1%, -1%, 0%, -43%, 4%, -4%
O=C(O)/C=C/C(=O)NCCc1ccc(Cl)cc1
 : 3%, ., -6%, 6%, 2%, -1%, 4%, -12%, -3%, -1%
C=CCNC(=S)NNc1nc2c(c(=O)[nH]1)C1(CCCCC1)Cc1ccccc1-2
 : 1µM*, -19%, 1.8µM*, -6%, 3%, -3%, -1%, 4%, 1%, -2%
COc1ccc(C(CNC(=O)c2oc3ccc(Cl)cc3c2C)N2CCCCC2)cc1 (stereo unspecified)
 : -35%, 0%, -3%, 1%&-9%, -3%, 1%, 2%, -20%, -3%, -2%
C#CCOc1coc(COC(=O)c2ccccc2)cc1=O
 : 3%, -8%, -9%, -5%, 0%, 1%, 1%, -25%, ?, 0%
COc1ccc(CCN(C)C(=O)COC(=O)/C=C/c2ccc(C)o2)cc1OC
 : ., ., ., -5%, 0%, 0%, -23%, 1%, -6%, 1%

Additional records follow:
Below each SMILES – RORgamma inh, MBNL1 CUG block, Gal4-VP16 FLuc, FLuc modulator, Rab9 promoter act, ELG1 genotox, uPA generation, BRCA1 expr up, p53 reactivator, NPC1 promoter act
COc1ccc(/C=C2/SC(=S)N(CCCC(=O)N3CCN(C)CC3)C2=O)cc1
 : 1.4µM*, ?, 2.5µM*, 21µM*, -7%, 1%, -7%, -90%, 6%, -5%
Cc1ccc(OCc2cc(C(=O)NCCc3cccnc3)no2)cc1C
 : -4%, -2%, 7%, ?, ?, 4%, 2%, 11µM*, 27%, ?
Cc1cc(C(=O)OCC(=O)N2CCc3ccccc32)ccc1[N+](=O)[O-]
 : ., ., ., 4%, -1%, -3%, 0%, -2%, 1%, -2%
CC1CCCN(CCOc2ccc(Br)cc2)C1 (stereo unspecified)
 : -20%, -1%, -12%, 3%, -3%, 1%, 2%, -12%, 6%, 1%
CN(C)/C=C/C(=O)c1nnn(C2CCCCC2)c1NC1CCCCC1
 : -16%, -2%, ?, 4%, 4%, -9%, -20%, -13%, -4%, 5%
CC(C)(C)c1ccc(Cn2cnc(-c3ccc([N+](=O)[O-])cc3)c2)cc1
 : ?, ?, ?, 19µM*, ?, ?, ?, -28%, 28µM*, ?
CCOC(=O)c1ccccc1NC(=O)c1cccnc1
 : -36%, -6%, -3%, 0%, -3%, 1%, ., -14%, -5%, -1%
CCn1c2ccccc2n2c(=O)c(=O)n(CC(=O)N3CCN(c4ccccc4OC)CC3)nc12
 : -5%, 4%, -6%, 0%, 1%, 1%, ., ., -2%, -1%
Cc1ccc(NS(=O)(=O)c2ccc3c(c2)NC(=O)CC(=O)N3)cc1C
 : -7%, 0%, -6%, -6%, 0%, 0%, 5%, -21%, -4%, -5%
CCOC(=O)C1=C(C)NC(SCC(=O)OC)=C(C#N)C1c1ccc(C(=O)OC)cc1 (stereo unspecified)
 : 0%, 10%, 2%, 3%, 2%, -3%, 13%, -33%&0%, -2%, 12%
c1ccc(-c2nc(N3CCCCCC3)nc(-n3ccnc3)n2)cc1
 : ?, -11%, 0%, 3%, -5%, -6%, 2%, -26%, 0%, -3%
O=S(=O)(c1ccc(Cl)cc1)n1nnc2ccccc21
 : 6%, 3%, -8%, -1%, -4%, 0%, 7%, -8%, 0%, 0%
CCN(C(=O)COC(=O)/C=C/c1ccc(F)cc1)C1CCCCC1
 : ., ., ., ., ., 0%, 2%, -19%, 6%, .
O=C(Cc1cccs1)NCc1cn2ccccc2n1
 : 4%, -3%, 14%, 3%, -12%, 4%, 4%, 5%, 3%, -4%
O=C(CN1CCCC1)Nc1ccc(OCc2ccccc2)cc1
 : 27%, -1%, 2%, -13%, -2%, 0%, -25%, 57%, 1%, 8%
Cc1ccc([C@@H]2[C@@H]3C(=O)N(C)C(=O)[C@@H]3[C@]3(Cc4ccccc4)C(=O)N(CCO)CC(=O)N23)o1
 : 4%, -8%, -3%, 6%, -2%, 5%, 4%, 1%, ., 0%
Cc1ccc(-c2csc(NC(=O)Cn3cnc4c3c(=O)n(C)c(=O)n4C)n2)cc1C
 : 37%, 0%, 14%, -16%, 13%, 9%, -1%, 35%, 15%, 7%
O=C(Nc1ccc(Cl)c(Cl)c1)N1CCC(N2CCCCC2)CC1
 : -12%, 2%, -4%, 2%, -3%, 3%, -2%, -24%, -2%, -4%
